ABHD5-PLIN5 inh – ABHD5-PLIN5 protein interaction inhibition; Split G. princeps luciferase complementation, luminescence, 4 h; inhibition, % at 4 µM; hit rate 0.78% among 360,000;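 active means inhibition above the mean inhibition across every tested compound plus 3 SD, cut at about 22% in these data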;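 further: 0% = DMSO only wells and the 100% control is not disclosed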
aDG glyco up – increases alpha dystroglycan glycosylation; Pro5-aDG cells, alpha-DG glycosylation AlphaScreen (IIH6); 0% Pro5, 100% B10-LARGE cell signal; activation, % at 10 µM; hit rate 0.22% among 360,000;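 active means activation of at least 8% versus controls, or a plate z-score of at least 8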;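 further: Pro5 are CHO cells carrying HIG-tagged alpha-DG that lacks glycosylation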
HTR2A ag – mouse HTR2A agonism via beta-arrestin recruitment. AID 624169. hit rate 0.66% among 360,000. activation, % at 7.6 µM. CHO-K1 mHTR2A beta-arrestin complementation, luminescence; percent of 30 µM serotonin response;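 active means activation above a run cutoff, the mean activation of all tested compounds plus 3 SD, cut at about 14% in these data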;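 further: 0% = plate median of compound wells and 100% = 30 µM serotonin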
Target sequence (P35363 whole entry, looked up): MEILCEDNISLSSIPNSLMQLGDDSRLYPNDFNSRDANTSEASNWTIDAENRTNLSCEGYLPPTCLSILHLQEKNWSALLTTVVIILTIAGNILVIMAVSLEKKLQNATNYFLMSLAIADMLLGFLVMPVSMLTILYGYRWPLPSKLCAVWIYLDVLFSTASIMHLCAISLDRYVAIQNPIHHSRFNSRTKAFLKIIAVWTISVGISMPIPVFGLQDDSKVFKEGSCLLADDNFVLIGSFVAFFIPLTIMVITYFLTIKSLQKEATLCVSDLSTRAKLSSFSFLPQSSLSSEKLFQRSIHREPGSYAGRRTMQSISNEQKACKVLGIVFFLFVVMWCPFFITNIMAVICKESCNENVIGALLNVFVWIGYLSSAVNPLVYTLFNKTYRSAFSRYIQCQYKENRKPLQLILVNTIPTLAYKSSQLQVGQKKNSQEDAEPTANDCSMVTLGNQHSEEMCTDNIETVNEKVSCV
ABCB6 inh MLPCN – blocks the human ABCB6 transporter | Q9NP58 | K562-ABCB6 porphyrin accumulation, flow cytometry, 1 h; stronger effect = lower value | fluorescence ratio to DMSO, % at 10 µM | hit rate 0.19% among 360,000 | AID 602162;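 active means fluorescence ratio to DMSO below 75%, the collection mean minus 3 SD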;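 further: signal is porphyrin accumulated inside mitochondria; 100% equals median channel fluorescence of DMSO control wells; lower ratio means ABCB6 inhibition with less porphyrin fluorescence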
Granule exo inh – lytic granule exocytosis inhibition; hit rate 0.66% among 360,000; AID 651702; inhibition, % at 10 µM; TALL-104 LAMP-1 surface exposure, flow cytometry; cells stimulated with thapsigargin and PMA;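 active means inhibition above about 55%, limit read from the data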
Glyco luc inh – N-linked glycosylation inhibition; D54 ERlucT glycosylation luciferase reporter, 24 h; percent of 100 nM tunicamycin response; reporter increase, % at 12.5 µM; hit rate 0.23% among 360,000; AID 588692;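 active means mean luciferase reporter signal, scaled so untreated is 0 and the glycosylation-blocking control 100, at or above a set limit in every replicate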;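 further: luciferase carries N-glycosylation sites so blocking glycosylation raises the light; 0% = median of neutral control wells and 100% = median of 100 nM tunicamycin wells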
hiPSC survival – enhancers of human iPSC single-cell survival; survival enhancement, % at 20 µM; hiPSC single-cell survival, ATPlite luminescence; 100% = ROCK inhibitor wells, 0% = DMSO; hit rate 0.044% among 360,000; in the data active means survival enhancement above about 18%;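 further: cells exposed to compounds for 16 hours before the ATP read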
MC4R ag barr – activates human MC4R beta-arrestin recruitment | AID 540308 | activation, % at 8.9 µM | P32245 | hit rate 0.98% among 360,000 | U2OS MC4R beta-arrestin complementation, luminescence; percent of melanotan II response, DMSO zero;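 active means activation above a per-plate cutoff, the mean activation of sample wells on that plate plus 3 SD, cut at about 8% in these data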
Target sequence (P32245 whole entry, looked up): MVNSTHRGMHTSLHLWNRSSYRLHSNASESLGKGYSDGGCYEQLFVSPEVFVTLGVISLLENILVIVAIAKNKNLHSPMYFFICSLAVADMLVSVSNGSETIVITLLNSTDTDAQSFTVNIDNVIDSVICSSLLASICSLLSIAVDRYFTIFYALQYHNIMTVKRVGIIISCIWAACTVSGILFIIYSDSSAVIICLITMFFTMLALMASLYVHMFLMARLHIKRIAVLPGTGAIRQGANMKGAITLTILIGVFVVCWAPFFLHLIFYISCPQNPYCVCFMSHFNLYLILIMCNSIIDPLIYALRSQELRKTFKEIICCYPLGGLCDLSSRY
Cardio protect – protects H9c2 cardiomyocytes from peroxide injury; H2O2 injury protection, ATPLite, 2 h; hit rate 0.63% among 360,000; protection from H2O2 cell death, % at 20 µM;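 active means compounds giving at least 50% protection of heart cells from peroxide-induced death in the single-dose screen, raw or plate-pattern-corrected value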;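 further: 0% = DMSO wells with peroxide and 100% = DMSO wells without peroxide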
MC4R antagonist – human MC4R antagonism in cAMP assay. P32245. MC4R-expressing cells, MTII-stimulated cAMP, LANCE TR-FRET. inhibition, % at 6.5 µM. hit rate 0.48% among 360,000. AID 540295;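 active means inhibition above its plate's cutoff, the mean of tested wells on that plate plus 3 SD, cut at about 29% in these data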;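 further: 0% = Melanotan II alone and 100% = Melanotan II plus saturating MCL0020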
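Material: human MC4R-expressing U2OS cells. Probe or stimulus: Melanotan II challenge. Dosing: 6.5 µM single dose. Times: 30-min compound, 1-h challenge, 1-h detection, room temperature. Technique: TR-FRET with Eu-cAMP and labeled anti-cAMP, 671 nm. Replication: singlicate.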
The depositor's hits bear a star; nt = not tested or not shown.

SMILES	Granule exo inh	ABHD5-PLIN5 inh	Glyco luc inh	ABCB6 inh MLPCN	Cardio protect	HTR2A ag	MC4R ag barr	hiPSC survival	MC4R antagonist	aDG glyco up
CCc1c(C)[nH]c2c(C)cccc2c1=O	4	3	1	95	7	-1	-1.0	4.8	4	-0.2
Cc1cc(NC(=O)CCCN2C(=O)/C(=C/c3ccccc3Cl)SC2=S)no1	-3	-1	1	97	-3	3	0.0	-0.2	-3	1.0
COc1ccc(NCc2nnc(SCC(=O)Nc3ccccc3OC)o2)cc1	-4	-10	0	99	0	-3	-2.8	0.7	0	-0.3
COc1ccc(OC)c(/C=C/C(=O)OCC(=O)NCc2ccco2)c1	4	8	1	98	0	5	-2.7	1.8	-2	0.0
CC(=O)CSc1nc2nccnc2[nH]1	-4	-1	0	97	-5	10	-0.9	-1.8	10	0.1
S=c1[nH]nc(COc2ccc(Cl)cc2Cl)n1-c1ccccc1	-2	0	1	107	2	4	-0.6	0.3	1	0.1
CCOC(=O)N1CCN(C(=O)c2cn(C)c3ccc(S(=O)(=O)N4CCCC4)cc3c2=O)CC1	1	3	-2	101	2	2	-2.1	-3.2	11	0.0
C=CCNCc1cccn1-c1ccccc1	-1	2	-1	104	10	-1	-0.4	1.6	6	-0.1
Cc1cccc(C(=O)NCc2nnc(SCC(=O)Nc3nnc(C)s3)n2C)c1	-13	-8	1	98	2	-6	-1.0	-0.4	-1	-0.1
Cn1c(S(=O)(=O)Cc2ccc(Cl)cc2)nc2ccccc21	-2	-4	0	99	-7	1	2.3	-0.1	6	0.0
COc1cc(C#N)c(N=C(SCC#N)N2CCOCC2)cc1OC	-3	3	0	101	2	1	0.8	0.1	-1	0.0
O=C(COc1ccc(Cl)cc1)Nc1ccc(C(=O)NCc2cccnc2)cc1	-3	-3	-2	102	-16	-7	-0.3	1.7	8	4.2
COc1ccc(OCC(=O)Nc2cc(S(=O)(=O)N3CCCC3)ccc2OCC(F)(F)F)cc1	-11	-3	-1	99	0	1	4.6	-0.5	2	-0.1
NC(=O)SCC(=O)Nc1cccc(Cl)c1	1	-23	1	96	7	-5	-1.5	1.3	1	-0.1
O=c1[nH]c2ccccc2n2c(=S)[nH]nc12	6	4	0	102	-3	0	-2.9	0.3	22	0.0
COc1cccc(-c2nc(N3CCN(Cc4ccccc4)CC3)c3ccccc3n2)c1O	41	-4	-1	91	1	-4	-1.8	-0.4	9	-0.3
COc1ccccc1C(=O)NNC(=O)c1ccc2ccccc2c1O	10	-3	4	93	11	5	-0.8	3.7	5	0.1
COc1cc2c(cc1OC)CN(Cc1cccs1)CC2	-3	-11	-3	99	4	-1	-3.8	-0.4	-3	0.2
O=C(c1ccncc1)N1CCN(C2CCCCC2)CC1	-3	-3	2	101	0	0	-1.1	-0.8	2	-0.4
O=C(CCNS(=O)(=O)c1cccc(C(F)(F)F)c1)NCc1ccco1	1	1	-4	95	4	1	-2.6	0.2	2	0.0
CCOC(=O)c1c(C2CCN(C(=O)OCC)CC2)nc2ccccn12	-3	2	0	98	16	7	0.3	0.4	7	0.2
CCCn1c(SCC(=O)Nc2cccc(S(=O)(=O)N3CCCC3)c2)n[nH]c1=O	-3	-6	2	100	8	3	0.5	-0.5	10	0.0
C/C(CC(=O)N(C(C)C)C(C)C)=N\NC(=O)c1ccccc1Br	3	-7	2	88	4	-1	3.1	-0.4	8	-0.1
COc1ccc(/C=C\c2onc(C)c2S(=O)(=O)N2CCC(C(=O)NCCC(C)C)CC2)cc1	-4	-12	-4	97	-8	-9	1.4	3.6	12	-0.5
CC(C)(C)N(C(=O)Cn1nnc(-c2ccc(F)cc2)n1)C(C(=O)NC1CCCC1)c1ccncc1 (stereo not drawn)	7	-1	4	100	-3	8	-1.0	-1.8	5	-0.2
COc1ccc(S(=O)(=O)N(C)C[C@H]2Oc3ncc(C#CC4(O)CCCC4)cc3C(=O)N([C@@H](C)CO)C[C@@H]2C)cc1	5	-6	0	97	-2	0	2.0	1.8	7	0.0
O=C(NCC1CCCO1)Nc1cc(Cl)cc(Cl)c1 (stereo not drawn)	1	0	-1	96	-4	1	2.0	3.6	-10	0.8
COc1ccc(-n2nc(C(=O)NCC(=O)N3CCN(Cc4ccccc4)CC3)c3ccccc3c2=O)c(OC)c1	-3	3	-1	92	-1	-2	-0.8	-0.3	-3	-0.2
COc1ccc(-c2nnc(SCC(=O)NC3CC3)o2)cc1	2	5	1	96	0	-1	-1.9	-0.3	-2	0.0
Cn1cccc1C(=O)c1ccc(Cl)cc1Cl	0	-6	-1	98	-3	1	-0.5	0.7	2	3.6
N#C/C(=C\c1ccc(O)c(O)c1)C(=O)NCc1ccccc1	-6	0	-4	102	56*	-4	0.8	1.5	9	0.1
C=CCc1ccc(OCC(O)CN2CCN(c3ccccc3OC)CC2)c(OC)c1 (stereo not drawn)	-2	2	2	92	1	-11	-1.9	-0.9	4	0.1
Cn1nnnc1SCC(=O)N1N=C(c2ccc(Cl)cc2)CC1c1ccco1 (stereo not drawn)	-6	6	-3	92	-1	1	-0.2	0.0	4	-0.2
CCCCn1nnnc1C(c1ccnc2ccccc12)N1CCN(C/C=C/c2ccccc2)CC1 (stereo not drawn)	-6	-7	-1	83	4	-4	nt	-1.2	nt	-0.2
CCCCCCN1C[C@@H](n2cc(-c3ccc(F)cc3)nn2)[C@H](O)C[C@@H]1c1ccc(OC)cc1	0	7	-5	90	-18	-2	1.7	1.8	11	0.4
O=C(Nc1nnc(Cc2ccc([N+](=O)[O-])cc2)s1)c1ccc2c(c1)OCO2	-1	1	3	88	-2	3	0.8	0.3	10	1.0
Cc1ccc(SCC(=O)Nc2ccccc2N2CCOCC2)cc1	8	-7	-2	99	-5	0	-0.9	-0.4	-1	0.0
Cc1cnc(Sc2ncccc2[N+](=O)[O-])nc1	1	-6	1	93	3	-3	0.5	-3.6	0	-0.1
O=C(Nc1sc2c(c1C(=O)NCC1CCCO1)CCCC2)c1cccs1 (stereo not drawn)	14	1	1	105	6	0	0.6	-1.7	31*	-0.1
COc1ccc(S(=O)(=O)N2CCCCCC2)cc1C(=O)N1CCN(c2ccc(F)cc2)CC1	-5	0	-3	97	-10	-13	-0.3	-0.5	11	-0.1
COn1c(SCC(=O)N(C)C)nc2ccccc2c1=O	-1	5	1	97	2	0	-2.3	-0.5	-2	0.0
COc1ccc([C@H]2CC(=O)C=C(c3ccc(OC)cc3OC)C2)cc1	-4	-4	15	106	-4	2	-0.2	-1.6	-16	-0.1
COC(=O)C1=C(N)Oc2cc(C)n(C)c(=O)c2C1c1ccc(Cl)cc1 (stereo not drawn)	-5	-1	2	98	14	4	1.0	-2.1	3	-0.2
CCN(CC)CCN(C(=O)c1ccc2ccccc2c1)c1nc2ccc(OC)cc2s1	-7	1	-3	98	2	-3	0.0	-0.1	8	0.3
Cc1ccc(NC(=O)CSc2nncn2-c2ccccn2)cc1Cl	-1	-5	-2	86	1	4	-0.9	-0.1	2	-0.1
CC1CN(Cc2ccccc2)c2nc3c(c(=O)[nH]c(=O)n3C)n2C1 (stereo not drawn)	-3	1	4	102	5	-4	0.7	0.0	3	0.2
Cc1cccc(-c2n[nH]nc2C2=CC(=O)CC(C)(C)C2)c1	0	-1	-3	100	2	7	2.4	0.6	-5	0.1
CCOc1ccc(N(CC(=O)Nc2c(C)n(C)n(-c3ccccc3)c2=O)S(=O)(=O)c2ccccc2)cc1	-4	-5	2	102	2	2	0.2	-1.9	1	-0.1
O=C(O)CCC(=O)N1CCc2c([nH]c3ccccc23)C1C(F)(F)F (stereo not drawn)	5	-2	0	101	1	4	-2.7	0.0	12	0.0
CC(=O)Nc1ccc(S(=O)(=O)N(CC(=O)NC2CC2)Cc2ccccc2)cc1	3	10	2	97	4	-6	-0.9	-2.8	1	0.0
C=C(C)COc1ccc(-c2ncncc2-c2ccc(Cl)cc2)c(O)c1	24	-11	-7	94	-8	9	1.6	-0.5	3	0.1
Nc1c(C(=O)c2ccccc2)sc2snc(SCC(=O)c3ccccc3)c12	1	-21	10	200	26	8	0.8	3.9	-12	0.3
O=C(OCc1csc(Nc2ccccc2)n1)c1ccc(Cl)cc1	2	-8	0	102	-12	-1	-2.5	0.7	-13	-0.1
O=C(c1ccc(F)cc1)N1CCC(n2nnc3ccccc32)CC1	-2	1	-1	96	3	2	-0.1	6.8	-4	0.7
COc1cccc(-c2csc(N3CCN(CC(=O)Nc4ccc5c(c4)OCO5)CC3)n2)c1	0	-1	2	91	-7	1	3.4	2.1	-4	0.1
COc1cccc(-c2nc3nc(C)cc(C)n3c2NCc2ccccc2)c1	-3	10	nt	90	nt	5	nt	0.2	nt	5.3*

Carrying on.
SMILES	Granule exo inh	ABHD5-PLIN5 inh	Glyco luc inh	ABCB6 inh MLPCN	Cardio protect	HTR2A ag	MC4R ag barr	hiPSC survival	MC4R antagonist	aDG glyco up
Cc1ccc(S(=O)(=O)N2C[C@H]3C(=O)C[C@@H](c4cccs4)N(S(=O)(=O)c4ccc(C)cc4)[C@H]3C[C@H]2c2ccccc2)cc1	-3	-4	-6	98	2	2	nt	0.0	nt	0.0
Cc1c(C(=O)N2CCCC2)oc2c1-c1nn(CC(=O)NCCCN3CCCCC3C)cc1CC2 (stereo not drawn)	-19	-5	-1	101	3	-5	1.3	-0.6	-2	0.1
C/C(=N/NC(=O)c1ccccc1O)c1ccc(N2C(=O)C3CCCCC3C2=O)cc1 (stereo not drawn)	0	1	0	93	3	2	-2.1	0.9	4	0.3
O=c1cc(N2CCN(Cc3ccccc3)CC2)[nH]c(=O)n1-c1cccc(C(F)(F)F)c1	-5	-4	2	94	5	6	-0.8	0.0	2	-0.2
O=C(CCc1nnc2ccc(N3CCC4(CC3)OCCO4)nn12)NCc1ccc(F)cc1	2	0	3	99	2	2	-1.6	-0.1	5	-0.5
COc1cccc(NC2=NC3(CCCCC3)N=C(N)N2)c1	-2	0	1	92	-5	-2	-1.9	-0.4	5	-0.2
CC1CCCN(C(=O)c2cc3c(-c4ccc(Cl)cc4)nn(C)c3s2)C1 (stereo not drawn)	-8	-6	-1	105	0	-5	3.8	4.6	6	0.0
O=C(CSc1nc2[nH]ncc2c(=O)[nH]1)NCc1ccc(F)cc1	-1	5	1	97	2	3	0.3	-1.9	6	0.0
Cc1ccc(-n2c(SCC(=O)O)nc3c(sc(=S)n3-c3ccc(C)c(C)c3)c2=O)cc1	0	-22	1	101	0	-13	1.3	0.3	24	0.0
CN1CCc2ccccc2CC1=O	1	5	3	94	-4	3	-1.0	1.5	4	0.0
C=CCN(C(=O)CCC(=O)Nc1cc(C)on1)C(C(=O)NC1CCCC1)c1ccc(Cl)cc1 (stereo not drawn)	-5	2	0	98	-4	5	-1.5	0.7	1	0.1
O=C(Cn1cc(C(F)(F)F)ccc1=O)NCCc1ccc(Cl)cc1Cl	-3	1	2	97	7	3	-2.9	0.3	14	0.1

Not a hit list (roughly 4.5% active in at least one column).
